Assay outcomes: PubChem BioAssay, The Scripps Research Institute Molecular Screening Center
FBW7 activator – human FBW7 E3 ligase activation, primary screen | Q969H0 | AlphaScreen FBW7–phospho-cyclin E peptide binding, activator screen | normalized activity (activation), % at 26.1 µM | hit rate 0.13% among 650,000; in the data active = normalized activity above about 1.9%;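 also: purified mutant Fbw7 with reduced substrate affinity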
MITF primary – inhibitors of human MITF; O75030; AlphaScreen MITF homodimerization, bead proximity signal; inhibition, % at 2.6 µM; hit rate 0.91% among 650,000; in the data active = inhibition above about 50%;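 also: 0% = vehicle wells with protein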
Target sequence (O75030 whole entry, looked up): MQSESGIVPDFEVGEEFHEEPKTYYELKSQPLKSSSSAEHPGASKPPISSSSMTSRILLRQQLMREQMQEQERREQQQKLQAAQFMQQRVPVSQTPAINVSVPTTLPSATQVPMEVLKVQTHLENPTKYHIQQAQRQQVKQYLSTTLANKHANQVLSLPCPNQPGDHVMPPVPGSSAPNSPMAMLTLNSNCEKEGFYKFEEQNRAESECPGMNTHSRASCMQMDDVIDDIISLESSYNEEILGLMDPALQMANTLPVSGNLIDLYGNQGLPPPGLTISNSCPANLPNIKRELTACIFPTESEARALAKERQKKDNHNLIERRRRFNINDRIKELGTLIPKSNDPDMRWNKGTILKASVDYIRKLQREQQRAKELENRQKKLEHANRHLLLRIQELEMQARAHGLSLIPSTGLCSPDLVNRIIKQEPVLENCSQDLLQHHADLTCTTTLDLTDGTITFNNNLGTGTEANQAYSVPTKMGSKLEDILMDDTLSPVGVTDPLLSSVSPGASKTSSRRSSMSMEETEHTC
GPR151 ag – activates the human receptor GPR151 | hit rate 1% among 650,000 | activation, % at 11.2 µM | PathHunter beta-arrestin GPR151 cells, luminescence | AID 1508602 | Q8TDV0; in the data active = activation above about 4.9%;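 also: 0% = median of compound wells and 100% = cells with positive control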
Target sequence (Q8TDV0 whole entry, looked up): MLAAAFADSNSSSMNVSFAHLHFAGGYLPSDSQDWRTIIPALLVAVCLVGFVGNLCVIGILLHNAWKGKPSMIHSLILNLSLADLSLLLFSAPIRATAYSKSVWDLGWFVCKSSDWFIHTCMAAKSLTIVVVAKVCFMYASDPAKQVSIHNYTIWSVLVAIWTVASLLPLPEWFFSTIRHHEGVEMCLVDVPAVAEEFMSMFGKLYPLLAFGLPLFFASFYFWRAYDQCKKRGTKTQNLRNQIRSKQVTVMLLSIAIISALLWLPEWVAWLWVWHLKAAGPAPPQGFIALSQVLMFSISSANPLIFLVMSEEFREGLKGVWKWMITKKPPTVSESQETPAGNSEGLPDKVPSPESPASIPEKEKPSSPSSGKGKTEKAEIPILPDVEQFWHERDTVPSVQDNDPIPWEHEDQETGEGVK
TEAD-YAP inh – TEAD-YAP interaction inhibition | inhibition, % at 9.12 µM | hit rate 1.4% among 640,000 | HEK-TIYL cells, TEAD-Gal4/YAP UAS-luciferase luminescence; in the data active = inhibition above about 32%;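 also: 0% = median of test compound wells and 100% = reference inhibitor wells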
Starred values were filed as active, the others as inactive.

SMILES	FBW7 activator	MITF primary	GPR151 ag	TEAD-YAP inh
C#CC(C)(C)OC(=O)CCC(=O)Nc1nccs1	-0.1	-8	-1.2	-12
CCCCC(=O)Nc1nnc(SCc2ccccc2F)s1	0.2	13	-1.2	-3
COc1ccc2c(c1)C(C)=CC(C)(C)N2C(=O)Nc1ccccc1	-0.1	6	-0.1	-11
O=C(Nc1cccc(F)c1)NC1(C(=O)N2CCN3CCCC3C2)CCCCC1 (centres undefined)	0.0	-1	0.2	-3
CC1=C(C#N)C(c2cccc(OCc3ccccc3)c2)C(C#N)=C(C)N1	-0.1	0	0.9	-1
O=Cc1c(-c2ccccc2)cc2ccccn12	-0.1	-12	1.9	2
NC(=O)COc1cccc2cccnc12	-0.1	-27	-0.5	12
Cc1cccc(C(=O)NCc2nnc(SCC(=O)Nc3cccc(C(=O)O)c3)n2C)c1	0.3	20	-0.4	0
COc1cccc(-n2ccnc2SCC(=O)N2CCc3ccccc32)c1	-0.2	-1	0.1	-3
CCN(Cc1cc2ccccc2[nH]c1=O)C(=O)c1ccccc1F	0.2	3	2.0	6
CCCc1ccc(-c2ccc(OC(=O)c3ccccc3Cl)cc2)nc1	-0.1	-2	-2.2	70*
Cc1cc(NC(=O)CCN2CCN(Cc3ccccc3)CC2)ccc1Br	-0.2	1	-0.5	-3
COc1ccc2sc(Nc3nc4ccc(NC(C)=O)cc4s3)nc2c1	0.4	5	-0.1	-12
CN1CCCC(C(=O)NCc2nnc3n2CCN(Cc2ccsc2)CC3)C1 (centres undefined)	0.0	-4	2.0	4
Cc1ccc2cc(CN(CCO)C(=O)c3ccccc3C)c(=O)[nH]c2c1	-0.3	-8	-0.4	0
Cc1cc(OCC(=O)Nc2ccc(CN3CCOCC3)cc2)ccc1Cl	1.3	22	-1.6	2
COc1ccc(N2CCN(c3ncnc4sc(C(=O)Nc5cc(F)ccc5C)c(C)c34)CC2)cc1	-0.1	-7	2.7	2
COc1ccc(-n2cc(C(=O)N3CCCCC3)c3ccccc3c2=O)cc1	-0.2	1	-2.0	-5
CCOc1cc(C(=O)O)cc(I)c1OCc1ccccc1	0.0	-1	9.2*	8
CCN(C(=O)/C=C/c1ccc(OC)c(OC)c1)c1ccccc1	-0.1	-1	0.5	-14
CCOCCCNC(=O)CCCOc1ccccc1	0.0	11	-0.6	-2
O=C(c1ccc(F)cc1)N1C2CCC1CC(O)(c1ccc(F)cc1)C2 (centres undefined)	-0.1	9	0.1	6
Cc1ccc(C2CC(C(F)(F)F)n3nc(C(=O)NCCN4CCOCC4)cc3N2)cc1 (centres undefined)	-0.1	-14	2.8	-2
CC(C(=O)N1CCC(C(=O)c2cccnc2)CC1)c1n[nH]c(=O)c2ccccc12 (centres undefined)	0.0	-2	-0.5	0
Cc1ccc(CN2CCc3nnc(C(C)NC(=O)C4CCOCC4)n3CC2)cc1 (centres undefined)	-0.1	2	0.9	1
Cc1c(N2C(=O)C3C4C=CC(O4)C3C2=O)c(=O)n(-c2ccccc2)n1C (centres undefined)	-0.1	4	-0.1	-7
COc1ccc(Cn2nnc3c(=O)[nH]c(C(=O)NCc4ccc(F)cc4)nc32)cc1	0.0	-23	0.7	0
Cc1cnnn1-c1cccc([N+](=O)[O-])c1	-0.1	11	-0.8	16
C=CCNC(=O)NC(=O)COC(=O)Cc1n[nH]c(=O)c2ccccc12	-0.1	-10	4.9	-4
CCOc1ccc(-c2ncnn2-c2cccc(Cl)c2C)cc1	0.3	-3	0.4	5
CCOC(=O)Cc1csc(NC(=O)C2C3C=CC(C3)C2C(=O)O)n1 (centres undefined)	-0.3	-10	0.5	-1
O=S(=O)(c1ccsc1)N1CC=C(c2ccccc2)CC1	0.0	-6	-0.6	-25
Cn1cnc([N+](=O)[O-])c1Sc1nccc(Nc2ccccc2)c1C#N	0.2	1	-0.9	-6
NC(=O)CCNc1ccc([N+](=O)[O-])cc1Cl	0.1	16	-0.9	3
COc1cc(CN2CCCC(c3nc4ccccc4[nH]3)C2)cc(OC)c1 (centres undefined)	0.0	11	-0.8	-8
CC(=O)Nc1c(O)nc(SCC(=O)C2CC2)[nH]c1=O	-0.1	7	1.5	6
CNC(=S)Nc1ccc(S(N)(=O)=O)cc1	0.3	17	-0.6	8
CC(=O)Nc1ccc(Oc2ccc3c(c2)C(=O)NC3=O)cc1	-0.1	5	1.7	14
CN1CCC(Oc2cc(-c3cn[nH]c3)ccc2NC(=O)C2COc3ccccc3O2)CC1 (centres undefined)	-0.1	-9	-0.7	2
O=C(c1ccc2c(=O)n(CC3CCCO3)c(=S)[nH]c2c1)N1CCN(C(=O)c2ccco2)CC1 (centres undefined)	-0.2	16	2.2	3
CCCC(C(=O)NC(C)(C)C)N(Cc1ccco1)C(=O)Cn1nnc(-c2ccc(C)o2)n1 (centres undefined)	0.3	13	-1.3	7
N#Cc1ccc(Oc2ccccc2NC(=O)c2ccc(Br)o2)cc1	-0.3	-6	0.8	-15
CCC(C)NC(=O)CSc1nc2ccccc2c(=O)n1Cc1ccc(OC)cc1 (centres undefined)	-0.1	5	-1.4	-7
Cc1cc(C(=O)N2CCC3(CC2)OCc2cc(-c4ccco4)ccc2O3)c(C)o1	-0.1	14	1.2	3
CNC(=O)c1ccc(Nc2cc(Nc3ccccc3C(=O)NC)c(C(F)(F)F)cn2)nc1	0.3	13	-0.8	88*
CC[C@@H]1NC(=O)[C@@H]2C[C@H](NC(=O)c3ccc(Br)cc3)CN2C1=O	0.1	7	-1.4	17
CC(=O)Nc1ccc(NC(=O)CSc2nc3sc4c(c3c(=O)[nH]2)CCCC4)cc1	0.5	9	-0.5	6
COc1cc(C#N)ccc1OC(=O)CC1CC2CCC1C2 (centres undefined)	0.1	9	1.7	4

Five entries picked at random from the list so far:
SMILES	FBW7 activator	MITF primary	GPR151 ag	TEAD-YAP inh
CCN(Cc1cc2ccccc2[nH]c1=O)C(=O)c1ccccc1F	0.2	3	2.0	6
O=S(=O)(c1ccsc1)N1CC=C(c2ccccc2)CC1	0.0	-6	-0.6	-25
Cc1ccc(CN2CCc3nnc(C(C)NC(=O)C4CCOCC4)n3CC2)cc1 (centres undefined)	-0.1	2	0.9	1
Cn1cnc([N+](=O)[O-])c1Sc1nccc(Nc2ccccc2)c1C#N	0.2	1	-0.9	-6
CN1CCCC(C(=O)NCc2nnc3n2CCN(Cc2ccsc2)CC3)C1 (centres undefined)	0.0	-4	2.0	4

The main list resumes, starting 2 compounds before the break.
SMILES	FBW7 activator	MITF primary	GPR151 ag	TEAD-YAP inh
CC(=O)Nc1ccc(NC(=O)CSc2nc3sc4c(c3c(=O)[nH]2)CCCC4)cc1	0.5	9	-0.5	6
COc1cc(C#N)ccc1OC(=O)CC1CC2CCC1C2 (centres undefined)	0.1	9	1.7	4
c1ccc(C2=NNC(=NC3CC3)SC2)cc1	-0.2	-7	-10	80*
O=C1OC(c2ccccc2Br)=N/C1=C/c1ccc(Cl)c(Cl)c1	0.0	3	0.6	2
CCC(C)NC(=O)C(=O)Nc1ccc2nc3n(c(=O)c2c1)CCCCC3 (centres undefined)	0.9	10	-1.2	-6
CCOc1ccc(C2Nc3ccccc3-c3nnc(SC)nc3O2)cc1 (centres undefined)	0.0	-3	0.5	8
CCCC1CCC(c2nc(-c3ccc(Br)cc3)no2)CC1 (centres undefined)	0.0	4	-0.4	2
Cc1ccsc1/C=C1/SC(=S)N(CC(=O)O)C1=O	-0.3	-7	-3.7	4
N#Cc1c(-c2ccc(Cl)cc2)cc(-c2ccccc2)[nH]c1=S	0.2	11	-0.2	7
Cc1ccccc1-n1nc2c(c1NC(=O)c1ccc3c(c1)OCO3)CSC2	-0.1	8	0.2	0
Cc1cc(N(C)CCC#N)n2nc(C)c(-c3ccc(Cl)cc3)c2n1	0.1	-4	0.2	9
CC(=O)Nc1ccc(-c2nnn(CC(=O)Nc3ccc(C)c(C)c3)n2)cc1Cl	0.1	8	0.3	3
O=C(NC1CC1)c1cc(N2CCc3ccccc3C2)nc2ccccc12	0.2	7	-0.1	3
O=S(=O)(Nc1ccc(N2CCOCC2)cc1)c1ccc2ccccc2c1	-0.1	9	0.0	-3
O=C(NCc1nc2ccccc2[nH]1)c1ccc2nc(Oc3ccccc3)sc2c1	0.0	15	-0.7	6
O=C(Cc1cccc(F)c1F)NCC1CCC2(CCN(C(=O)Cc3ccccc3)CC2)O1 (centres undefined)	0.8	10	-0.9	0
CCN(CC)c1ccc(NC(=O)CN2CCN(CC(=O)Nc3ccccc3F)CC2)cc1	0.0	10	-1.1	7
N#Cc1ccc(C[C@H](N)c2nc3ccc(-c4ccncc4)cc3[nH]2)cc1	-1.0	-2	-0.5	0
O=C1OC(/C=C/c2ccccc2)=NC/1=C/c1ccccc1[N+](=O)[O-]	0.2	13	-0.1	4
Cc1nnc(SCC(=O)Nc2sc3c(c2C#N)CCC(C(C)(C)C)C3)s1 (centres undefined)	-0.1	3	0.3	-6
O=C(CC1(C(F)(F)F)OCCO1)Nc1ccc(S(=O)(=O)Nc2ncccn2)cc1	0.0	-10	-1.7	-2
CC(C)C(=O)NCC1CCC2(CCN(Cc3cccc(Oc4ccccc4)c3)CC2)O1 (centres undefined)	0.0	6	1.3	5
CCOc1cc(/C=C(/C#N)c2nc3ccccc3[nH]2)ccc1OCC(N)=O	1.3	13	1.6	-3
O=C(Cn1c(C(F)(F)F)nc2ccccc21)NCCN1CCOCC1	-0.1	10	-1.7	-5
O=P1(Nc2ccccc2Cl)C=C(c2ccccc2)OC(c2ccccc2)=C1	-0.1	21	-1.5	-2
COc1cc2ccccc2cc1C(=O)OCC(=O)Nc1c(C)n(C)n(-c2ccccc2)c1=O	0.0	11	1.7	5
O=C(Nc1cccc(-c2ccncc2)n1)C1Cc2ccc3ccccc3c2O1 (centres undefined)	0.1	14	-0.5	-5
CC(C)(C)NC(=O)C(c1ccccn1)N(C(=O)c1csnn1)C1CC1 (centres undefined)	-0.4	13	0.5	20
COc1cccc(C(=O)Nc2ncn[nH]2)c1	0.0	23	-1.3	10
COc1ccc(C=Nc2ccc(C#N)cc2)cc1OC	-0.4	-5	1.4	-8
CCOC(=O)C1=C(C)N=C2SCCC(=O)N2C1c1ccc(C(C)(C)C)cc1 (centres undefined)	0.3	-2	1.8	8
COc1ccc(N(CC(=O)Nc2ccc(Cl)cc2C)S(=O)(=O)c2ccccc2[N+](=O)[O-])c(OC)c1	0.1	0	3.5	2
O=S(=O)(NCC1COC2(CCCCC2)O1)c1ccc(F)cc1 (centres undefined)	0.6	22	2.7	6
Cc1nc(C(C)NC(=O)C2CC(Cc3cccc(F)c3)=NO2)cs1 (centres undefined)	-0.1	-2	-1.4	-32
COc1ccc(N=Cc2c(O)n(-c3ccc(C)c(Cl)c3)c(=O)[nH]c2=O)cc1	0.1	9	-0.6	10
COC1CCN(C(=O)c2cc(COc3cccc(C(F)(F)F)c3)on2)CC1	0.1	-2	-1.7	-46
CCOc1ccc(N2C(=O)C3C4c5ccccc5C(C)(c5ccccc54)C3C2=O)cc1 (centres undefined)	0.1	15	-0.3	-3
COc1ccccc1C(=O)NCC(=O)N/N=C(\C)c1ccc(Br)cc1	0.0	12	0.5	18

Given with each value named: part of the list above
> COc1ccc(C=Nc2ccc(C#N)cc2)cc1OC
  FBW7 activator: -0.4; MITF primary: -5; GPR151 ag: 1.4; TEAD-YAP inh: -8

> CCOC(=O)C1=C(C)N=C2SCCC(=O)N2C1c1ccc(C(C)(C)C)cc1 (centres undefined)
  FBW7 activator: 0.3; MITF primary: -2; GPR151 ag: 1.8; TEAD-YAP inh: 8

> COc1ccc(N(CC(=O)Nc2ccc(Cl)cc2C)S(=O)(=O)c2ccccc2[N+](=O)[O-])c(OC)c1
  FBW7 activator: 0.1; MITF primary: 0; GPR151 ag: 3.5; TEAD-YAP inh: 2

> O=S(=O)(NCC1COC2(CCCCC2)O1)c1ccc(F)cc1 (centres undefined)
  FBW7 activator: 0.6; MITF primary: 22; GPR151 ag: 2.7; TEAD-YAP inh: 6

(listing goes on)
SMILES	FBW7 activator	MITF primary	GPR151 ag	TEAD-YAP inh
COc1ccc(/C=C(/NC(=O)c2ccc(Br)o2)C(=O)NCCCO)cc1	-0.1	-13	-0.2	-2
CC(=O)N(Cc1ccccc1)C1CC(C)(C)n2cccc21 (centres undefined)	0.5	14	1.1	0
CN(C(=O)c1ccco1)C(Cc1ccccc1Cl)C1CCN(CCO)CC1 (centres undefined)	0.0	-13	-0.2	0
CC(=O)Nc1ccc(NC(=O)COc2ccc(Br)cc2Cl)cc1	-0.1	-9	-0.5	-18
CC(=O)N(Cc1ccccn1)c1nc2ccccc2s1	-0.1	-5	-0.3	-19
CCOC(=O)Nc1ccc(S(N)(=O)=O)cc1	0.1	9	-0.2	-13
COc1cccc(-c2cn(CC(=O)NCc3ccc(C)c(C)c3)nc2N2CCOCC2)c1	0.1	10	1.3	-8
Cc1cccc(/C(N)=N/OC(=O)COc2ccc(Cl)cc2C)c1	-0.1	-18	-1.0	-7
CCN(CC)C(=O)CSc1nnc(N)s1	-0.3	-11	-0.3	-4
CC(C)(C)NC(=O)C1CCCN(S(=O)(=O)c2cccc3cccnc23)C1 (centres undefined)	-0.1	6	0.1	4
